KCNQ1 block: inhibitors of human KCNQ1 channel, primary screen, cell-based, thallium flux, high-throughput; Potassium voltage-gated channel subfamily KQT member 1 (Homo sapiens), P51787; CHO-K1 KCNQ1, FluxOR thallium flux fluorescence; active compounds read high; B-score at 10 µM; hit rate 1.3% among 310,000;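 active = compounds whose thallium flux B-score, printed positive for inhibition, exceeds three library SD while starting fluorescence stays within three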;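 note: channel opened by potassium depolarization with thallium stimulus after 20 min compound exposure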
Target sequence (P51787 whole entry, looked up): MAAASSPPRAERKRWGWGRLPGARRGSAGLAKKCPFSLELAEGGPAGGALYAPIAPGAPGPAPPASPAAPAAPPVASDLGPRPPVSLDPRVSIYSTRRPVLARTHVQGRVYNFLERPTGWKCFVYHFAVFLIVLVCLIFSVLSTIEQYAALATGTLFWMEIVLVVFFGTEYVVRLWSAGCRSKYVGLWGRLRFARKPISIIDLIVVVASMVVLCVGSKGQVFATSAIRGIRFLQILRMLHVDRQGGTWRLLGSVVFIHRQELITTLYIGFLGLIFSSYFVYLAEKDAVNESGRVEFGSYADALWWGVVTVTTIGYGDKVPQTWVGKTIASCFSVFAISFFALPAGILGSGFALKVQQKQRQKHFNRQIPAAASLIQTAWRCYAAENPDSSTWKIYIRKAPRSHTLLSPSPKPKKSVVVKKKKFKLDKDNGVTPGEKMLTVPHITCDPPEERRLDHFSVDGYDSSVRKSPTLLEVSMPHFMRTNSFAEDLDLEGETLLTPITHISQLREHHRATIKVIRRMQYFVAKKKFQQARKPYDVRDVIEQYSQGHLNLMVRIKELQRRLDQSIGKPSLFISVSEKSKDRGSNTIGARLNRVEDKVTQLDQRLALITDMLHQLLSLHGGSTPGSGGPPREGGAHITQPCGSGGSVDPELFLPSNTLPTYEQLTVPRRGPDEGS
KCNK9 block: KCNK9 potassium channel inhibitors, primary screen, HEK293 cells, thallium flux | Potassium channel subfamily K member 9 (Homo sapiens), Q9NPC2 | FluxOR thallium flux fluorescence; active compounds read low | B-score at 10 µM | hit rate 1.2% among 310,000 | AID 488922, 2010;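 active = ratio B-score over 3 SD below the library mean, with starting fluorescence within 5 SD of its mean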;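 note: negative B-score means less thallium flux so channel inhibition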
MrgX1 agonist: agonists of human MrgX1 receptor, primary screen, HEK293 cells, Fluo-4 calcium flux; Mas-related G-protein coupled receptor member X1 (Homo sapiens), Q96LB2; Fluo-4 calcium fluorescence, agonist mode; active compounds read high; B-score at 10 µM; hit rate 0.44% among 310,000;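 active = calcium response B-score plate-corrected fluorescence ratio at least 3 library SD, with starting fluorescence B-score inside 5 SD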
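times = overnight plating, then 30 min 37 °C plus 30 min room-temperature dye loading | assay system = stable human MrgX1 HEK293 cell line | input = fifteen thousand cells per well | signal = kinetic calcium dye fluorescence, Fluo-4 NW | dosing = compound delivered in addition one of three | read-out = B-scored fluorescence response ratio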
RGS4 pot: RGS4 potentiators or activators, primary screen, cell-based, HEK293 M3R inducible RGS4, calcium flux | hit rate 0.92% among 310,000 | B-score at 10 µM | carbachol calcium flux Fluo4; active compounds read low;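 active = B-score of the integrated calcium signal more than 4 SD below the library mean, with starting fluorescence not abnormally high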;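 note: negative B-score means reduced calcium response which marks RGS4 activation or potentiation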
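test system = M3R-expressing HEK293 line, RGS4 induced by doxycycline | probe or stimulus = carbachol at ECmax as muscarinic agonist stimulus | timing = dye loading 30 min 37 °C, buffer rest 30 min RT | signal = calcium dye Fluo4 fluorescence | evaluation = B score from integrated fluorescence ratio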
KCNQ1 pot: potentiators or activators of KCNQ1 channel, primary screen, cell-based, thallium flux, high-throughput. Potassium voltage-gated channel subfamily KQT member 1 (Homo sapiens), P51787. CHO-K1 KCNQ1, thallium flux FluxOR fluorescence; active compounds read high. B-score at 10 µM. hit rate 0.35% among 310,000. AID 2648, 2010;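 active = fluorescence ratio B-score, a plate-corrected score, at least three library SD, with initial intensity B-score within 5 SD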
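System: CHO-K1 cells stably expressing KCNQ1 / Medium: assay buffer for compound exposure, DMSO matched across wells / Reagent: thallium- and potassium-containing depolarizing buffer / Compound: one concentration, matched DMSO / Incubation: 20 min compound pretreatment at room temperature / Measured by: kinetic FluxOR fluorescence, 10 s baseline plus 110 s post-stimulus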
MrgX1 PAM: positive allosteric modulators of MrgX1, primary screen, HEK293 cells, Fluo-4 calcium flux; Mas-related G-protein coupled receptor member X1 (Homo sapiens), Q96LB2; FDSS; active compounds read high; B-score at 10 µM; hit rate 0.63% among 310,000;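 active = plate-corrected calcium response at least 3 library SD above typical, normal starting fluorescence, not activating the receptor alone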;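 note: compound read alongside a low EC10 to EC30 dose of BAM8-22 agonist; peak minus trough fluorescence over baseline measured at the second addition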
hERG protect: hERG rescue from dofetilide block, primary screen, cell-based, CHO-hERG, FluxOR thallium flux, dofetilide IC70. Voltage-gated inwardly rectifying potassium channel KCNH2 (Homo sapiens), Q12809. dofetilide IC70 present. activation (rescue from dofetilide block), less the hit threshold, % at 10 µM. hit rate 0.51% among 310,000;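 active = activation above the mean of controls blocked by dofetilide plus 5 SD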;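 note: thallium influx through hERG after potassium depolarization seen as dye fluorescence rise; in these data hits start at about 4.7%; inactives centre near -7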
ANO1 block: TMEM16A chloride channel inhibitors, primary screen, cell-based, HTS. Anoctamin-1 (Mus musculus), Q8BHY3. HEK293 TMEM16A/YFP iodide influx fluorescence, ionomycin. normalized B-score (activity score, 25-100; higher = stronger inhibition) at 10 µM. hit rate 1.2% among 310,000. AID 588511, 2011;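 active = ratio plate-corrected score three or more library SD toward inhibition, starting fluorescence score within five deviations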;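 note: score derived from kinetic fluorescence span divided by baseline fluorescence per well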
KCNK3 inh: human KCNK3 channel inhibitors, primary screen, CHO cells, FluxOR thallium flux, B-score | FluxOR fluorescence; active compounds read low | Potassium channel subfamily K member 3 (Homo sapiens), O14649 | hit rate 0.84% among 340,000 | B-score at 10 µM;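 active = B-score under library mean minus 4 SD, starting fluorescence ratio at most library mean plus 5 SD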;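 note: more negative B-score means stronger inhibition of thallium flux through KCNK3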
Target sequence (O14649 whole entry, looked up): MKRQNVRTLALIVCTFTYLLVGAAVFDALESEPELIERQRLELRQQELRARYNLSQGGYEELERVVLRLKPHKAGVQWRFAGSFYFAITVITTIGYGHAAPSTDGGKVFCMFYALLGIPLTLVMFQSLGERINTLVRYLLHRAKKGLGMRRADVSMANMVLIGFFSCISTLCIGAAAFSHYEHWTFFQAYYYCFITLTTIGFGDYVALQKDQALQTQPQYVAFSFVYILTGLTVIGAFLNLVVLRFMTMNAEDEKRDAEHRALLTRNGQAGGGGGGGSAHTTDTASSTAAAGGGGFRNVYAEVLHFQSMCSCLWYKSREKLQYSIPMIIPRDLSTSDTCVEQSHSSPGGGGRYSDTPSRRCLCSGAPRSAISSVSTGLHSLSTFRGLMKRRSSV
RGS4 inh: RGS4 inhibitors, primary screen, cell-based, HEK293 M3R inducible RGS4, calcium flux; Regulator of G-protein signaling 4 (Homo sapiens), P49798; Fluo-4 calcium flux; active compounds read high; triggered by carbachol at its EC20; B-score at 10 µM; hit rate 0.45% among 310,000; AID 463165, 2010;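 active = B-score, a plate-corrected calcium signal, over three deviations above library mean, with baseline fluorescence within five deviations of library mean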;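 note: RGS4 expression induced by doxycycline in cells with stable M3 receptor; B-score is computed from the integrated fluorescence ratio over baseline after carbachol; higher B-score means a larger calcium signal and so more RGS4 inhibition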
ANO1 activ: TMEM16A chloride channel activators or potentiators, primary screen, cell-based, HTS; HEK293 TMEM16A/YFP-H148Q/I152L, iodide quench fluorescence; active compounds read low; B-score at 10 µM; hit rate 0.3% among 340,000;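 active = fluorescence-ratio B-score plate-corrected deviation score at least 3 library SD below zero, with starting fluorescence score within 5 deviations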;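 note: channel opened by trigger with iodide after compound preincubation; score built on the fluorescence ratio of max minus min over baseline; more negative score means more quench and so TMEM16A activation or potentiation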
An asterisk follows results filed as active; i = inactive; . = no result given.

SMILES	KCNQ1 block	KCNK9 block	MrgX1 agonist	RGS4 pot	KCNQ1 pot	MrgX1 PAM	hERG protect	ANO1 block	KCNK3 inh	RGS4 inh	ANO1 activ
CC(=O)c1ccc(N2CCN(C(=O)Nc3ccc(F)cc3F)CC2)cc1	i	i	i	i	i	i	-3.0	i	i	i	i
O=C(O)CSc1nc2ccc(C(=O)c3ccccc3)cc2[nH]1	i	i	i	i	i	i	-10.3	i	i	i	i
COc1ccc(Br)cc1CN(C)CC(=O)NCCc1ccccc1	i	i	i	i	i	i	-10.7	i	-10.2*	i	i
CC(=O)c1c(Nc2cccc(F)c2)oc(C)cc1=O	i	i	i	i	i	i	-3.2	i	i	i	i
C=CCn1c(CNS(=O)(=O)c2ccc(F)cc2)n[nH]c1=S	i	i	i	i	i	i	-10.7	i	i	i	i
COc1ccc(CCC(C)N2CCOCC2)cc1 (centres undefined)	i	i	i	i	i	i	-0.5	i	i	i	i
Nc1c(C(=O)N/N=C/c2ccccc2)cnn1-c1ccccc1	i	i	i	i	i	i	-3.0	i	i	i	i
COc1ccc2[nH]c(=O)c(CN(C(=O)C3CCCO3)c3ccc(C)c(C)c3)cc2c1 (centres undefined)	i	i	i	i	i	i	-8.5	i	i	i	i
Cc1ccc(CN2CCN(c3ncccn3)CC2)o1	i	i	i	i	i	i	-8.2	i	i	i	i
CCCCn1c(CN2CCN(CCO)CC2)nc2ccccc21	i	i	i	i	i	i	-7.5	i	i	i	i
CCOC(=O)c1c(NC(=O)Cn2nc(C(F)(F)F)cc2C)sc2c1CCC2	i	i	i	i	i	i	-10.6	i	i	i	i
NS(=O)(=O)c1ccc(CCNC(=O)C2CCCN2S(=O)(=O)c2cccc3nsnc23)cc1 (centres undefined)	i	i	i	i	i	i	-2.3	i	i	i	i
CCCSc1nc2c(c(=O)n1-c1ccc(OCC)cc1)SCC2	i	i	i	i	i	i	-3.8	i	i	i	i
Cc1nc(SCC(=O)NC2CCCC2)[nH]c(=O)c1Cc1ccccc1	i	i	i	i	i	i	-3.7	i	i	i	i
COc1ccc(OC)c(NS(=O)(=O)c2ccc(N3CCCC3=O)cc2)c1	i	i	i	i	i	i	-3.1	i	i	i	i
O=C1C=C(N2CCCCC2)C2(CCCCC2)O1	i	i	i	i	i	i	-10.8	i	i	i	i
Cc1cc(N/N=C/c2ccc(F)cc2)nc(NCc2ccccc2)n1	i	i	i	i	i	i	-20.8	i	i	i	i
CC(CCc1ccccc1)NC(=O)COC(=O)C1CCC(C(C)(C)C)CC1 (centres undefined)	i	i	i	i	i	i	-10.4	i	i	i	i
Clc1ccccc1Nc1nc(-c2ccncc2)nc2ccccc12	i	i	i	i	i	i	-12.4	i	i	i	i
O=C(CSc1ncn[nH]1)c1ccc2c(c1)OCO2	i	i	i	i	i	i	-12.6	i	i	i	i
COc1ccc(CCNC(=O)CCCN2C(=O)c3ccccc3C2=O)cc1OC	i	i	i	i	i	i	-9.7	i	i	i	i
CC(=O)Nc1ccc(NC(=O)CSc2nnc(CNc3ccc(F)cc3)n2CC2CCCO2)cc1 (centres undefined)	i	i	i	i	i	i	-1.8	i	i	i	i
CCc1ccc2[nH]c3nc(SCCN4CCOCC4)nnc3c2c1	i	i	i	i	i	i	0.1	i	i	i	i
O=C1N=C(N2CCC(Cc3ccccc3)CC2)S/C1=C/c1cn[nH]c1-c1ccccc1	9*	i	i	i	i	i	-8.1	i	i	i	i
O=C1NC2(CCCCCC2)C(=O)N1Cc1c(F)cccc1Cl	i	i	i	i	i	i	-5.6	i	i	i	.
The results go on.
SMILES	KCNQ1 block	KCNK9 block	MrgX1 agonist	RGS4 pot	KCNQ1 pot	MrgX1 PAM	hERG protect	ANO1 block	KCNK3 inh	RGS4 inh	ANO1 activ
Nc1ccccc1N1CCN(C(=O)c2ccccc2)CC1	i	i	i	i	i	i	-3.8	i	i	i	i
CCN1C(=O)C(=O)N(CC(=O)N2CCN(c3ccccc3)CC2)C1=O	i	i	i	i	i	i	-9.6	i	i	i	i
Cc1cc(C(=O)Cn2nc(C(=O)O)c3ccccc3c2=O)c(C)n1CCc1ccc(Cl)cc1	i	i	i	i	i	i	-10.1	i	i	i	i
Cc1cccc(NC(=O)CCCSc2nc3ccccc3[nH]2)c1	i	i	i	i	i	i	-17.0	i	i	i	i
CCOC(=O)C(C(=O)OCC)c1cc(Br)c2noc3c2c1C(=O)c1ccccc1-3	16*	i	i	i	i	i	-26.4	i	i	i	i
O=C(CN1CCN(c2ccc(Cl)cc2)CC1)c1ccccc1	i	i	i	i	i	i	-2.9	i	i	i	i
CCOc1ccccc1CN1CCC(O)CC1	i	i	i	i	i	i	3.8	i	i	i	i
O=C1COc2ccc(C(=O)COC(=O)c3ccc(Cl)cc3[N+](=O)[O-])cc2N1	i	i	i	i	i	i	-9.8	i	i	i	i
CCOC(=O)c1c(C)[nH]c(C(=O)OC(C)C(=O)NCc2ccccc2)c1C (centres undefined)	i	i	i	i	i	i	-15.8	i	i	i	i
C(=N\NC(=Nc1ccccc1)c1ccccn1)/c1ccccn1	i	i	i	i	i	i	-3.3	i	i	i	i
N/C(Cc1ccc(Cl)cc1)=N\OC(=O)c1cccc2ccccc12	i	-14.5*	i	i	i	i	-2.6	i	i	i	i
CCOC(=O)C1CCN(S(=O)(=O)c2cc(C(=O)OC)n(C)c2)CC1	i	i	i	i	i	i	-5.7	i	i	i	i
Cc1cc(=O)n2nc(N3CCCC(C(=O)NCc4ccc5c(c4)OCO5)C3)sc2n1 (centres undefined)	i	i	i	i	i	i	-1.2	i	i	i	i
NC(=O)c1c(NC(=O)c2cnccn2)sc2c1CCCC2	i	i	i	i	i	i	-5.1	i	i	i	i
COC(=O)c1ccc(Cl)c(NS(=O)(=O)c2ccc3c(c2)OCCO3)c1	i	i	i	i	i	i	-12.6	i	i	i	i
COCCCNC(=O)Cn1cc(/C=C(\C#N)C(=O)NC2CC2)c2ccccc21	i	i	i	i	i	i	-6.5	i	i	i	i
NS(=O)(=O)c1ccc(CCNC(=O)CN2CCN(Cc3cccc4ccccc34)CC2)cc1	i	i	i	i	i	i	-14.7	i	i	i	i
CN(C)c1ccc(C(=O)c2ccc(N(C)C)c(N)c2)cc1N	i	i	i	i	i	i	-4.8	i	i	i	i
COCCCN(Cc1cccs1)S(=O)(=O)c1c[nH]c(C(=O)OC)c1	i	i	i	i	i	i	-7.7	i	i	i	i
CC1=NN(c2cccc(C(=O)O)c2)C(=O)/C1=C\C=C/c1ccccc1	i	i	.	i	i	.	-9.5	.	.	34.3*	.
CC1CCCN(C(=O)CCS(=O)(=O)c2ccc3c(c2)NC(=O)C(C)S3)C1 (centres undefined)	i	i	i	i	i	i	-10.2	i	i	i	i
NS(=O)(=O)c1ccc(NC(=S)N2CCN(c3ccccc3Cl)CC2)cc1	i	i	i	i	i	i	-3.5	i	i	i	i
CCOC(=O)c1ccc(NC(=O)CSc2nc(=O)n(CCN3CCOCC3)c3c2CCC3)cc1	i	i	i	i	i	i	-3.6	i	i	i	i
CCOC(=O)N1CCN(c2c(N3CCN(c4ccccn4)CC3)c(=O)c2=O)CC1	.	.	i	.	.	i	.	i	i	.	i
c1ccc(SCCOCCn2cncn2)cc1	i	i	i	i	i	i	-3.8	i	i	i	i
Next part:
SMILES	KCNQ1 block	KCNK9 block	MrgX1 agonist	RGS4 pot	KCNQ1 pot	MrgX1 PAM	hERG protect	ANO1 block	KCNK3 inh	RGS4 inh	ANO1 activ
CC1CCCN(S(=O)(=O)c2ccc(Br)s2)C1 (centres undefined)	i	i	i	i	i	i	-8.0	i	i	i	i
O=C(COC(=O)/C=C/c1ccc(F)cc1)Nc1cc(C(F)(F)F)ccc1N1CCOCC1	i	i	i	i	i	i	-12.4	i	i	i	i
Brc1cc2c(cc1COc1ccc(-c3nn[nH]n3)cc1)OCO2	i	i	i	i	i	i	-10.7	i	i	i	i
CCOP(=O)(Cc1ccc(C(C)(C)CC(C)=O)o1)OCC	i	i	i	i	i	i	-13.1	i	i	i	i
CC(C)C(=O)NNS(=O)(=O)c1ccccc1	i	i	i	i	i	i	-8.9	i	i	i	i
COCCCNC(=S)N(Cc1ccccc1)Cc1nc2ccccc2c(=O)[nH]1	i	i	i	i	i	i	-1.7	25*	i	i	i
COCCCNC(=O)CN1C(=O)COc2ccc(S(=O)(=O)N3CCCCCC3)cc21	i	i	i	i	i	i	-11.1	i	i	i	i
COc1ccc(F)cc1S(=O)(=O)Nc1ccc2c(c1)OCCO2	i	i	i	i	i	i	-4.5	i	i	i	i
CCCCc1cc(=O)oc2cc(OCc3cc(OC)c(OC)c(OC)c3)c(Cl)cc12	i	i	i	i	i	i	0.8	i	i	i	-4.92*
COC(=O)c1[nH]c2ccc(Cl)cc2c1NC(=O)CCN1CCN(C2CCCCC2)CC1	i	i	i	i	i	i	-7.7	i	i	i	i
Cc1cc(C)nc(SCc2cc(=O)c(OC(=O)c3cccc([N+](=O)[O-])c3)co2)n1	i	i	i	i	i	i	1.3	i	i	i	i
CN(C)S(=O)(=O)c1ccc(C(=O)Nc2ccc(CCC(=O)N3CCCC3)cc2)cc1	i	i	.	i	i	.	-7.9	.	i	i	i
CCCCCCC(C)n1[nH]c(=O)c2c(C)cc(C)nc21 (centres undefined)	i	i	i	i	i	i	-12.1	i	i	i	i
Cn1c2c(c(=O)n(C)c1=O)C(CC(=O)Nc1ccccc1F)C(=O)N2 (centres undefined)	i	i	i	i	i	i	-6.7	i	i	i	i
CCn1c(=O)cc(SCC(=O)N2CCN(Cc3ccc4c(c3)OCO4)CC2)c2ccccc21	i	i	i	i	i	i	-12.1	i	i	i	i
N#C/C(=N\Nc1ccc(S(=O)(=O)N2CCCCCC2)cc1)C(N)=S	i	i	i	i	i	i	-15.1	i	i	i	i
